# Assay outcomes as filed in PubChem.
# Cycloheximide cs = Cycloheximide Counterscreen for Small Molecule Inhibitors of Shiga Toxin; max response, %; AID 2314, 2010; 12% of 300,000 active; cell reporter, cycloheximide protein synthesis inhibition counterscreen; in the data active = max response mostly above about 13%, no sharp cut-off; inactive = mostly below about 14%; also: read at 38.3 µM for the half of the compounds with a filed dose; 0% is about no effect
# Pf growth 96h = Primary qHTS for delayed death inhibitors of the malarial parasite plastid, 96 hour incubation; P. falciparum luciferase reporter growth, 96 h; Potency, µM (top dose mostly 28.7 µM), inactives show at the highest dose activity change, negative = inhibition, hits mostly inhibitors; 6.9% of 320,000 active; AID 504834, 2011; also: potency is read from the fitted curve at half-maximal effect; % is scaled to controls: 0 for no effect and ±100 for the full control effect
#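 Cell-based qHTS: luciferase-tagged P. falciparum in erythrocytes (2% hematocrit, 0.05% parasitemia final) incubated with compounds for 96 hours, 37 C, 5% CO2; luciferase detection reagent then added and luminescence measured.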
# FBPA Giardia inh = qHTS Assay for Inhibitors of Fructose-1,6-bisphosphate Aldolase from Giardia Lamblia; AID 2451, 2010; Potency, µM (top dose mostly 59.6 µM), inactives show top-dose activity, negative = inhibition, most hits filed as inhibitors; 0.71% of 290,000 active; A8B2U2; purified Giardia FBPA; also: potency is read from the fitted curve at half-maximal effect; % is scaled to controls: 0 for no effect and ±100 for the full control effect; nearly all actives have a fitted effect of over 55% in size
# Target sequence (A8B2U2 whole entry, looked up): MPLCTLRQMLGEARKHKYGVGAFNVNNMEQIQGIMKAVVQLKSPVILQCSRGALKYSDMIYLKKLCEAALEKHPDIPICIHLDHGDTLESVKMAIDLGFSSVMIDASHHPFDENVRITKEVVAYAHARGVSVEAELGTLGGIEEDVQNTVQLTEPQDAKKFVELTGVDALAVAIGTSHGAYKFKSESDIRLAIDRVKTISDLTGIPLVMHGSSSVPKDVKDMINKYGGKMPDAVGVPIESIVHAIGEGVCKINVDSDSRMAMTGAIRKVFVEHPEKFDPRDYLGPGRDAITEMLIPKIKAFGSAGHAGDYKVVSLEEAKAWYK
#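 40 nM FBPA preincubated 10 min at RT with compound (up to 57.5 uM final), then substrate plus GAPDH/TPI/NAD/arsenate coupling and diaphorase/resazurin added. Fluorescence read after 20 min at RT, 525/598 nm.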
# Shiga inhibitor = A qHTS for Small Molecule Inhibitors of Shiga Toxin; 9.2% of 290,000 active; AID 2315, 2010; Vero cells, Shiga toxin protein synthesis inhibition reporter; inhibition, % at 38.7 µM; in the data active = inhibition mostly above about 28%, no sharp cut-off; inactive = mostly below about 43%; also: 0% is about no effect
# Pf growth 48h = Primary qHTS for delayed death inhibitors of the malarial parasite plastid, 48 hour incubation; P. falciparum luciferase growth in erythrocytes, 48 h; Potency, µM (titrated, usually from 28.7 µM), without a hit: at the highest dose activity change, negative = inhibition, actives largely listed as inhibitors; 5.9% of 310,000 active; AID 504832, 2011; also: potency is read from the fitted curve at half-maximal effect; % is scaled to controls: 0 for no effect and ±100 for the full control effect
#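 Firefly luciferase activity from engineered P. falciparum reports growth; inhibitors lower the luminescent signal. Cultures contained 2% hematocrit erythrocytes at 0.1% final parasitemia.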
# Sm TGR block = qHTS Assay for the Inhibitors of Schistosoma Mansoni Peroxiredoxins | 3% of 360,000 active | AID 485364, 2010 | Potency, µM (doses to about 114 µM), for inactives: top-dose activity change, negative = inhibition, hits mostly inhibitors | purified TGR, DTNB reduction, TNB absorbance 405 nm; also: potency is read from the fitted curve at half-maximal effect; % is scaled to controls: 0 for no effect and ±100 for the full control effect; nearly all actives have a fitted effect of over 60% in size
#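 TGR 20 nM + NADPH 100 uM (dispensed conc.), cpd preinc 15 min RT; start with NADPH (500 uM addition) then DTNB (15 mM addition). Kinetic TNB absorbance, 405 nm filter. Four-parameter Hill fit across titration.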
# Starred values were filed as active, the others as inactive; ? = inconclusive; . = not tested or not shown; & = joins results of further samples; ! = repeats disagree; [ ] = another dose, or the depositor's remark. Unless noted, calls follow the shape of the dose curve; as a rule, active = well fitted curve in the direction sought with a large enough effect; inconclusive = small, poorly fitted or top-dose-only effect, or another doubt; inactive = no such curve, though single readings can be large; an effect the other way counts as inactive or inconclusive.
SMILES,Cycloheximide cs,Pf growth 96h,FBPA Giardia inh,Shiga inhibitor,Pf growth 48h,Sm TGR block
Cc1cccc(NC(=O)C2CCCN(S(=O)(=O)c3ccc4c(c3)oc(=O)n4C)C2)c1 (configuration not stated),-3,?,-4%,0,?,-4%&-2%
COc1ccc(CCn2c(-c3ccc(F)cc3)nc3c(c(=O)c4ccccc4n3C)c2=O)cc1OC,1,?,5%,20,-26%,0%
CC1(C)SC2c3ccccc3C(=O)N2[C@@H]1C(=O)NC1CCCC1 (some centres not stated),-3,-1%,.,-6,?,7%
C=CCN(CC=C)C(=O)CN1C(=O)NC(c2ccccc2)(c2ccccc2)C1=O,2,-6%,.,-2,0%,2%
CCn1c(SCC(=O)Nc2nncs2)nnc1C(C)NC(=O)c1ccccc1Br (configuration not stated),-1,-7%,?,12,-9%,20%
C[C@H](NC(=O)Nc1ccccc1F)C(=O)O,1,?,5%,-20,-9%,11%
N#CCCn1cc(/C=C2\NC(=S)N(c3ccccc3)C2=O)c(-c2ccc(F)cc2)n1,-3,-1%,-9%,-11,?,.
CCOC(=O)C1=C(C)NC(=O)NC1c1ccc(OCC(=O)N2CCCCC2)cc1 (configuration not stated),-4,3%,-2%,-12,2%,-19%
Cc1ccc(S(=O)(=O)N2CCN(Cc3ccsc3)CC2)cc1,-1,2%,-4%,-27,12%,-3%[57.1 µM]
COc1cc(C(=O)Nc2ccc(S(=O)(=O)N(C)c3ccccc3)cc2)cc(OC)c1OC,-3,-13%,-2%,14,-12%,-6%
O=C(NC1CCN(Cc2ccccc2)CC1)c1cc(S(=O)(=O)Nc2ccc(F)cc2)ccc1Cl,.,9.3µM*,.,.,9.3µM*,6%
CC(Oc1ccccc1)C(=O)N=Nc1c(O)[nH]c2ccc(Br)cc12 (configuration not stated),-3,10%,6%,-6,30%,6%
O=C(Cc1ccccc1)N1CCN(c2ncccn2)CC1,14,-12%,1%,30,17%,3%
Cc1cc(C)nc(-n2nc(C)cc2NC(=O)CN2CCC(C)CC2)n1,-3,2.3µM*,1%,12,?,-22%
Cc1ccc(C(=O)NCc2ccccn2)cc1S(=O)(=O)N1CCOCC1,.,?,.,.,?,3%
O=C(Cc1csc(Nc2nc(=S)[nH]c3ccccc23)n1)N1CCN(c2cccc(C(F)(F)F)c2)CC1,2,2%,0%,4,-16%,8%
Cc1ccc(/C=C/C(=O)O)cc1S(=O)(=O)N(CCO)CCO,0,9.3µM*,23%,4,-12%,22µM*
Oc1cc(Cl)ccc1Oc1ccc(Cl)cc1Cl,-1,6µM*,-2%,7,9.5µM*,.
O=C(N/N=C/c1ccc(O)c([N+](=O)[O-])c1)c1ccncc1,1,2%,-12%,-11,19%,-5%
O=C(CN1CCN(CCO)CC1)Nc1ccc(Cl)cc1C(=O)c1ccccc1,-3,?,6%,-3,?,2%
O=C(NC(Cc1ccccc1)C(=O)O)/C(=C/c1ccc(Br)cc1)NC(=O)c1ccc(Br)o1 (configuration not stated),0,18%,.,-32,7%,?
O=[N+]([O-])c1cccc(CN2CCCCCC2)c1,0,17%,7%,-15,4%,?
Cc1oc(-c2cccc(Cl)c2)nc1CS(=O)(=O)CC(=O)NCCN1CCOCC1,-2,20%,5%,-2,40%[activator],-4%
Cc1cccc(CCNC(=O)CCc2nnc(CCc3ccccc3)o2)n1,18,35%[activator],1%,34,19%,0%
O=C1CC(c2cc3c(cc2Br)OCO3)C2=C(CCCC2=O)N1 (configuration not stated),5,?,3%,2,-2%,1%

# Remaining list, next part:
SMILES,Cycloheximide cs,Pf growth 96h,FBPA Giardia inh,Shiga inhibitor,Pf growth 48h,Sm TGR block
Cc1sc2cc3c(c(C(=O)c4ccccc4)[n+]2c1C)-c1cccc2cccc-3c12,-1,0.33µM*,0%,8,0.83µM*,-8%
COc1cccc2cc(C(C)N(CCCN3CCOCC3)C(=S)Nc3c(C)cccc3C)oc12 (configuration not stated),-8,-18%,0%,-12,-30%,7%
O=C(O)Cc1csc(-c2ccccc2)n1,16,-13%[1.15 µM],0%,21,-28%,-2%
CCOc1ccc2oc(=O)cc(CN3CCN(C(=O)c4ccco4)CC3)c2c1,5,2%,.,38,?,-24%
Cc1cc(C(=O)OCC(=O)Nc2ccc(F)cc2)c(C)n1C1CC1,.,?,.,.,?,-23%
CC(=O)O[C@@H]1[C@@H](O)C2OC3C=C(C)C(=O)[C@@H](O)[C@]3(CO)C1(C)C21CO1 (some centres not stated),-10,.,-1%,-11,.,.
Nc1cc(=O)[nH]c(SCC(=O)Nc2nnc(-c3ccccc3)s2)n1,25,-17%,1%,20,2%,4%
CSCCC(NC(=O)c1ccco1)C(=O)N1CC=C(c2ccccc2)CC1 (configuration not stated),13,-20%,-2%,-3,-16%,1%
C=CS(=O)(=O)c1ccc(Oc2ccc(S(=O)(=O)C=C)cc2)cc1,-1,.,7%,20,6%,2.5µM*
CCOC(=O)c1c(C)c(C(=O)NCc2cccnc2)c(C)n1CC,-3,3.7µM*,1%,1,-2%,-5%
O=c1cc(-c2ccccc2)[nH]c2ccccc12,-3&16,2%,4%,7,1.5µM*,8%
CC1CCN(S(=O)(=O)c2ccc(C(=O)N3CCOCC3)cc2)CC1,-2,?,-1%,-9,-27%,2%
CCOc1cccc(/C=C(/C#N)c2nc3ccccc3[nH]2)c1OCC(=O)O,22*,?,-12%,.,4%,0%
CC(N)Cc1c[nH]c2cc3c(cc12)OCCO3 (configuration not stated),4,-20%,-23%,-1,27%,11%
Cc1nn(C)c(C)c1CN(C)C(=O)c1cc2nc(-c3ccco3)cc(C(F)(F)F)n2n1,-3,?,-3%,-11,?,13µM*
COc1ccc(CNCC(O)COc2ccc(C)cc2[N+](=O)[O-])cc1 (configuration not stated),35*,3%,-2%,69*,?,10%
CN(C)c1nc(NCc2ccccc2)nc(SCC(=O)Nc2ccc(Cl)c(Cl)c2)n1,0,12µM*,1%,-4,10µM*,3%
COc1cc(/C=C/C(=O)OCC(=O)Nc2sc3c(c2C#N)CCC(C)C3)ccc1OCC#N (configuration not stated),1,30%[activator],0%,-13,11%,.
CC(NC(=O)CSc1nc2ccccc2c(=O)n1CCCO)c1ccccc1 (configuration not stated),9,?,11%,22,?,-1%
O=[N+]([O-])c1ccc(NC(=S)N/C(=N/CS(=O)(=O)c2ccccc2)c2ccccc2)cc1,28*,?,1%,56*,-30%,20µM*
CC(=O)N1N=C(c2ccco2)CC1c1ccc(Cl)o1 (configuration not stated),0,0%,-9%,3,24%,?
CCOC(=O)c1[nH]c(C)c(C(=O)N2CCN(c3ccccc3OC)CC2)c1C,1,2%,3%,-5,-22%,0%
CC12CCC(C(=O)N(CC3CO3)C1=O)C2(C)C (configuration not stated),-2,26%,0%,-3,18%,14%
O=C(CC1NCCN(Cc2ccccc2)C1=O)Nc1ccc(Cl)cc1 (configuration not stated),2,34%[activator],-1%,7,-1%,9%
Cc1ccc(NC(=O)CSc2ccc(-c3cccnc3)nn2)c(C)c1,-2,?,4%,-6,?,-2%

# Ordered by number of heavy atoms (ascending): some entries from above.
SMILES,Cycloheximide cs,Pf growth 96h,FBPA Giardia inh,Shiga inhibitor,Pf growth 48h,Sm TGR block
CC(N)Cc1c[nH]c2cc3c(cc12)OCCO3 (configuration not stated),4,-20%,-23%,-1,27%,11%
C=CS(=O)(=O)c1ccc(Oc2ccc(S(=O)(=O)C=C)cc2)cc1,-1,.,7%,20,6%,2.5µM*
Cc1ccc(NC(=O)CSc2ccc(-c3cccnc3)nn2)c(C)c1,-2,?,4%,-6,?,-2%
CC(NC(=O)CSc1nc2ccccc2c(=O)n1CCCO)c1ccccc1 (configuration not stated),9,?,11%,22,?,-1%
Cc1sc2cc3c(c(C(=O)c4ccccc4)[n+]2c1C)-c1cccc2cccc-3c12,-1,0.33µM*,0%,8,0.83µM*,-8%
O=[N+]([O-])c1ccc(NC(=S)N/C(=N/CS(=O)(=O)c2ccccc2)c2ccccc2)cc1,28*,?,1%,56*,-30%,20µM*

# Next section.
SMILES,Cycloheximide cs,Pf growth 96h,FBPA Giardia inh,Shiga inhibitor,Pf growth 48h,Sm TGR block
Cc1ccc(CN(C)C(=O)c2ccc(S(=O)(=O)N(C)c3ccccc3)cc2)o1,.,?,.,.,-3%,11µM*
COC(=O)C(CSCc1ccccc1)NC(=O)CSc1nc(N)cc(=O)[nH]1 (configuration not stated),10,4%,2%,-14,40%[activator],-7%
CCCCCCCC(=O)OCC(O)CO (configuration not stated),4&-5,-11%&-3%,8%&5%,18&-6,8%&3%,9%
CCOc1ccc(C(=O)NCC(=O)NCC(c2ccccc2OC)N2CCCC2)cc1 (configuration not stated),.,-3%,.,.,?,-15%
O=C1CCc2cc(S(=O)(=O)N3CCN(c4ccccc4F)CC3)ccc2N1,1,.,8%,-2,-12%,-4%
O=C(NNC(=O)c1ccccc1-n1cccc1)c1ccc(F)cc1,-1,0%,0%,-4,3%,2%
NCc1ccc(S(N)(=O)=O)cc1,-1,3.6µM*!,-7%,22,?,?
COc1ccc(C(=O)NC(=S)N2CCC(C)CC2)cc1Br,18*,?,.,29*,87%[activator],7%
O=Cc1cc(N=Nc2cccc(C(=O)O)c2)ccc1O,39*,-5%,?,76*,-28%,-21%
CC(=O)c1ccc(NC(=O)Nc2cccc3ccccc23)cc1,27*,-13%,.,12,13%,1%
CC(=O)c1c(C)[nH]c(C(=O)OCC(=O)Nc2cc(C(F)(F)F)ccc2N2CCOCC2)c1C,-4,4%,3%,-7,?,0%
CNC(=O)c1sc(-c2cccs2)nc1C,36*,54%[activator],-2%,34,24%,-2%
O=C(c1cn(-c2ccccc2)nc1-c1cccnc1)N1CCCCC1,-9,?,3%,-13,-29%,-13%
COc1ccc(NC(=O)NCCC2=CCCCC2)cc1,28*,33%[activator],4%,71*,74%[activator],.
O=C(NCC(=O)N(c1ccccc1F)C(C(=O)NC1CCCC1)c1cccnc1)c1ccco1 (configuration not stated),-2,?,-4%,-9,19%,7%
Cc1cc(C)nc(NC(=O)CSc2nc3ccccc3o2)n1,51*,253%[activator],-9%,58*,.,4%
CCN(CC)C(=O)CSc1nnc(-c2ccccn2)n1Cc1ccccc1,-2,2%,5%,-5,-15%,1%
CCCCN(CCCNC(=O)c1ccc(CS(=O)(=O)c2c(Cl)cccc2Cl)o1)Cc1ccccc1,-4,54%[activator],.,-9,?,-9%
CC(=O)NC(Cc1ccc(N(CCCl)CCCl)cc1)C(=O)O (configuration not stated),-1,?,0%,4,-30%,?
CC(C)CNC(=O)COC(=O)c1cc(Cl)cc(Cl)c1N,-3,-29%,3%,7,.,7%
COc1ccc(C(=O)Nc2oc(-c3ccccc3)c(-c3ccccc3)c2C#N)cc1,-3,7%,0%,-7,-7%,14%
O=C(NC1CCN(C(=O)Nc2cccc(Cl)c2)CC1)c1ccco1,-1,-7%,-5%,-5,23%,-9%
CCOc1ccc(N(CC(=O)NC2CCCC(C)C2C)S(=O)(=O)c2c(C)noc2C)cc1 (configuration not stated),-5,?,-1%,-9,0%,6%
COc1ccc(-c2cc(C(=O)NCc3cccs3)no2)cc1,23*,4%,5%,60*,86%[activator],1%
O=C(O)C1Cc2ccccc2CN1S(=O)(=O)c1ccccc1 (configuration not stated),0,64%[activator],-9%,-6,131%[activator],5%
Cc1ccc2c(c1)C1(C)C(C(C)(C)N2C=O)C1(Cl)Cl (configuration not stated),-3,-12%,0%,5,?,5%
O=C(COc1ccc(Cl)cc1)NCc1nnc(SCC(=O)c2ccccc2)o1,-3,4.1µM*,-4%,-6,-6%,-16%
CCCCN(C(=O)Cc1coc2cc(C)c(C)cc12)c1c(N)n(Cc2ccccc2)c(=O)[nH]c1=O,.,?,.,.,?,-1%
O=C(CCNc1n[nH]c(=O)[nH]c1=O)N1CCCCC1,-2,.,1%,-15,5%,4%
